Tb PFK block: inhibitors of T. brucei phosphofructokinase. T. brucei PFK, ADP-Glo luminescence. Potency, µM (doses to about 57.5 µM), inactives show at the top dose activity, negative = inhibition, most hits filed as inhibitors. 330,000 compounds, 0.17% hits. AID 485367;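 also: potency is read from the fitted curve at half-maximal effect; 0% = uninhibited 1x PFK enzyme wells and -100% = no-enzyme wells; nearly all actives have a fitted effect of over 60% in size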
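ADP-Glo luminescence quantified ADP after 45 min at room temperature, with 1.25 nM T. brucei PFK, 0.1 mM ATP and 0.5 mM fructose-6-phosphate in pH 8.0 TEA buffer. qHTS titrations up to 57 µM; curves classified by quality.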
p53 reactivator: restores transcriptional activity of mutant p53 | H1299 p53-A138V BP100-luciferase reporter, luminescence, 24 h | Potency, µM (highest dose often 92.2 µM), for the others: top-dose activity change, positive = activation, hits mostly activators | 320,000 compounds, 0.063% hits; also: potency is read from the fitted curve at half-maximal effect; % of control where 0% means no effect; nearly all actives have a fitted effect of over 45% in size
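H1299 (p53-null), stable ts p53-A138V + BP100-Luc; 1000 cells/well, Opti-MEM/10% FBS; cpd 4 pt, 1:5; 24 h, 37 deg C, 5% CO2; detection reagent 10 min RT; luminescence.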
TRPV1 ag: activates the human vanilloid receptor TRPV1 | AID 540275 | TRPV1-expressing cells, Fluo-8 calcium influx, agonist mode | 320,000 compounds, 0.19% hits | Q8NER1 | activation, % at 8.33 µM; in the data active = activation above about 80%; inconclusive = between about 30% and that limit; also: 0% is about no effect
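Fluo-8 calcium influx in TRPV1-expressing cells, kinetic read (ex 480/em 520 nm). Compound added and read 3 min for agonist activity, followed by capsaicin at EC20 final and 2 min further read for enhancement.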
Rab9 promoter act: activates the Rab9 promoter | Huh7 Rab9 promoter-luciferase reporter, luminescence, 24 h | Potency, µM (doses to about 9.22 µM), inactives show top-dose activation, negative = inhibition, usual class: activators | 320,000 compounds, 2.8% hits; also: potency is read from the fitted curve at half-maximal effect; % of control where 0% means no effect; nearly all actives have a fitted effect of over 60% in size
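Huh7 reporter line, Rab9 promoter upstream of luciferase. Compound exposure 24 h at 37 °C in reduced-serum medium with 10% FBS. Read-out: luminescence.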
VP16 counter: inhibits Gal4-VP16 luciferase reporter, ROR gamma counter-screen; Drosophila S2 Gal4-VP16 UAS-luciferase, luminescence, 20 h; Potency, µM (titrated, usually from 53.6 µM), for inactives: at the top dose activity, negative = inhibition, hits mostly inhibitors; 310,000 compounds, 3.5% hits;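 also: Gal4-VP16 expression switched on by copper sulfate through the metallothionein promoter; potency is read from the fitted curve at half-maximal effect; % is scaled to controls: 0 for no effect and ±100 for the full control effect; nearly all actives have a fitted effect of over 50% in size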
NPC1 promoter act: activators of NPC1 promoter | 320,000 compounds, 2.4% hits | Huh7 NPC1 promoter luciferase reporter, 24 h | Potency, µM (series often up to 9.22 µM), inactives show top-dose activation, hits mostly activators;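 also: potency is read from the fitted curve at half-maximal effect; % of control where 0% means no effect; nearly all actives have a fitted effect of over 60% in size; reporter is driven by a mutant NPC1 promoter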
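Huh7 cells stably carrying NPC1 promoter–luciferase, plated in Opti-MEM with 10% FBS for 2 h, were exposed to compound in DMSO for 24 h at 37 °C; luciferase reagent was added for 10 min and luminescence read.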
RORg inh: inhibitors of mouse ROR gamma transcriptional activity | Drosophila S2 Gal4-RORgamma UAS-luciferase reporter, 20 h | Potency, µM (highest dose often 53.6 µM), without a hit: at the highest dose activity change, negative = inhibition, hits mostly inhibitors | 310,000 compounds, 5.4% hits | AID 2551; also: potency is read from the fitted curve at half-maximal effect; % is scaled to controls: 0 for no effect and ±100 for the full control effect; nearly all actives have a fitted effect of over 60% in size
Target sequence (P51450 whole entry, looked up, the tested form may be a part): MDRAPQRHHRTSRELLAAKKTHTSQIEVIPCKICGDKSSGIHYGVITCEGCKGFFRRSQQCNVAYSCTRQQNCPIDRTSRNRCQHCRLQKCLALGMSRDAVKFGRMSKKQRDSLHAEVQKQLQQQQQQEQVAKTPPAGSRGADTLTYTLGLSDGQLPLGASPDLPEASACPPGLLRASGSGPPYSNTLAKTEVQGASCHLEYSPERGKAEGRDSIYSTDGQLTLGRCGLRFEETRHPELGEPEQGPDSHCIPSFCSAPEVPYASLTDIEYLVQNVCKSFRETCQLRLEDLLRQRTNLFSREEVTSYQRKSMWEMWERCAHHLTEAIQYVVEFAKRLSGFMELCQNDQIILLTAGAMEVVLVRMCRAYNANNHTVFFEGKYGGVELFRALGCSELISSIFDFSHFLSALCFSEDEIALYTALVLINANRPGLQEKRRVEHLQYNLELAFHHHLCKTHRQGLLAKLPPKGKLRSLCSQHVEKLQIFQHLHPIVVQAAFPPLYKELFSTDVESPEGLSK
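Using a luciferase readout, inhibitors were identified by reduced reporter activity in Drosophila cells coexpressing a copper-inducible Gal4–ROR gamma fusion and UAS-driven Photinus luciferase, incubated 20 hr after 700 uM copper sulfate.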
FLuc counter: firefly luciferase modulation, counter-screen for miR-21 project; P08659; purified FLuc, Km substrates, luminescence inhibition; Potency, µM (highest dose often 57.5 µM), without a hit: at the top dose activity change, negative = inhibition, most hits filed as inhibitors; 360,000 compounds, 6.9% hits; AID 588342;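 also: potency is read from the fitted curve at half-maximal effect; plate controls were vehicle for no effect and reference inhibitor for full effect; nearly all actives have a fitted effect of over 55% in size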
Target sequence (P08659 whole entry, looked up): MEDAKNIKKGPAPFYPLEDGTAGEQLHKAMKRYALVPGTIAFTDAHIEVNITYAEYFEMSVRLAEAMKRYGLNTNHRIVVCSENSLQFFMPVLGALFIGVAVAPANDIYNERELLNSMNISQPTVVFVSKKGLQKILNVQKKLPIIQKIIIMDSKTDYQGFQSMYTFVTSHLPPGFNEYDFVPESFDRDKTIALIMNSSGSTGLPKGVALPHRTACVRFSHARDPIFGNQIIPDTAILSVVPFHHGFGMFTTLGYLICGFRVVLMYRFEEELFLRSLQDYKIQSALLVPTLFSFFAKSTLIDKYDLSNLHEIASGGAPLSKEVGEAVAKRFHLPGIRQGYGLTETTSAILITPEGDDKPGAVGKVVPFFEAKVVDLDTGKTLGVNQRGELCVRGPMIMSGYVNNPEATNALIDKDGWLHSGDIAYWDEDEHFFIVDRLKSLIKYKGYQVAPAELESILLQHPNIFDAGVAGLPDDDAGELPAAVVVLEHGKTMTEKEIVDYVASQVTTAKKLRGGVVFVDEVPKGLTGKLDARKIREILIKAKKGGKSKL
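Biochemical qHTS of compounds, final roughly 60 µM downward over six points, against 10 nM purified firefly luciferase using Km concentrations of substrates (10 uM D-luciferin, 10 uM ATP) in Tris acetate pH 7.5 buffer; luminescence output.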
ELG1 DNA repair: inhibitors of ELG1-dependent DNA repair in HEK293T cells. HEK293T ELG1-luciferase reporter, luminescence, 16 h; DNA damage induced by 5-fluorouridine. Potency, µM (doses to about 46.1 µM), for the others: at the top dose activity change, negative = inhibition, hits mostly inhibitors. 330,000 compounds, 2.3% hits; also: potency is read from the fitted curve at half-maximal effect; % is scaled to controls: 0 for no effect and ±100 for the full control effect; nearly all actives have a fitted effect of over 55% in size
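HEK293T cells expressing luciferase-tagged ELG1 (2,000/well) received 5-Fluorouridine plus compound or DMSO for 16 hr at 37 °C. Luciferase was read by ONE-Glo luminescence after 30 min at room temperature.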
ELG1 genotoxic: genotoxicity induction in ELG1-luciferase HEK293T cells; HEK293T ELG1-luciferase reporter, luminescence, 16 h; Potency, µM (highest dose often 46 µM), without a hit: at the highest dose activity change, positive = activation, hits mostly activators; 330,000 compounds, 1.3% hits; AID 504466; also: potency is read from the fitted curve at half-maximal effect; % of control where 0% means no effect; nearly all actives have a fitted effect of over 60% in size
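DMSO vehicle served as control against compound-treated ELG1-luciferase HEK293T cells; exposure lasted 16 hr at 37 °C and 5% CO2, followed by ONE-Glo luminescence detection after 30 min.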
BRCA1 expr act: BRCA1 expression activation. 380,000 compounds, 1.1% hits. MCF7-BRCA1-FFLuc reporter, luminescence, 48 h; response scale: scaled: vehicle 0%, 10 µM genistein 100%. Potency, µM (titrated, usually from 46.1 µM), for inactives: at the highest dose activation, hits mostly activators. AID 624202; also: potency is read from the fitted curve at half-maximal effect; nearly all actives have a fitted effect of over 80% in size; some results filed as inactive show a strong effect at the top dose
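Compounds are tested at multiple concentrations on MCF7 BRCA1-luciferase reporter cells seeded at 2000 per well; after 48 h, a single luminescence end-point is taken and curves fitted to the normalized data.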
Active calls of the source: *; u = inconclusive; x = no result given; & = joins results of further samples; [ ] = another dose, or the depositor's remark. Unless noted, calls follow the shape of the dose curve; as a rule, active = well fitted curve in the direction sought with a large enough effect; inconclusive = small, poorly fitted or top-dose-only effect, or another doubt; inactive = no such curve, though single readings can be large; an effect the other way counts as inactive or inconclusive.

SMILES	Tb PFK block	p53 reactivator	TRPV1 ag	Rab9 promoter act	VP16 counter	NPC1 promoter act	RORg inh	FLuc counter	ELG1 DNA repair	ELG1 genotoxic	BRCA1 expr act
COc1ccc(OCCCC(=O)OC(C)C(=O)Nc2cccc(C(C)=O)c2)cc1 (centres undefined)	-14%	7%	4	9%	2%	-2%	u	-3%	10%	-2%	-2%
CC1(C)Oc2ccc(C(=O)NC3CCCC3)cc2N(CC(=O)NC2CCCC2)C1=O	3%	-3%	2	0%	-5%	-1%	-14%	1%	-7%	2%	-1%
CC(C)CCN1CCN(Cc2cccc(-n3cccn3)c2)CC1CCO (centres undefined)	-4%	3%	4	-1%	2%	-7%	-6%	-1%	5%	-3%	0%
CCOC(=O)C1=C(C)N=C2SC(CC)C(=O)N2C1c1cccc(F)c1 (centres undefined)	-2%	-20%	1	0%	-3%	0%	19%	2%	u	26%	7%
COC(=O)C1=NNC2(c3ccc(C)cc3)C(=O)N(c3cccc(C)c3C)C(=O)C12 (centres undefined)	-2%	0%	18	-2%	-23%	0%	-4%	2%	-1%	-5%	-3%
COc1ccc2nc(SCCOC(=O)Nc3ccc(Cl)cc3)nc(C)c2c1	-2%	-14%	-4	-2%	u	1%	u	u	u	-5%	-57%
CCCN(Cc1ccccc1)S(=O)(=O)c1ccc(N2C(=O)CCC2=O)cc1	-1%	-4%	-2	2%	-22%	2%	-11%	0%	-4%	0%	-18%
Cc1ccc(CSCC(=O)N(C)CC(=O)Nc2ccccc2C(F)(F)F)cc1	1%	-6%	2	-3%	x	0%	x	7%	-7%	-8%	-24%
O=C(Nc1cccnc1)c1cccnc1Cl	1%	1%	1	-1%	-2%	-2%	-27%	1%	14%	1%	0%
Nc1ccc(Cc2ccc(N)c(O)c2)cc1O	-3%	2%	0	u	2%	0%	-27%	19µM*	9.2µM*	-13%	-12%
COc1ccc(NC(=O)c2c[nH]c(=O)n(-c3ccc(C)c(C)c3)c2=O)cc1OC	7%	0%	-5	0%	-2%	-4%	42%	-14%	8%	5%	0%
O=C(O)c1ccccc1NSc1ccccc1[N+](=O)[O-]	2%	u	-2	-2%	1%	1%	32%	u	2%	-1%	-13%
CCN(CC(=O)Nc1c(F)cccc1F)C(=O)CSC(=S)N1CCCC1	3%	-3%	3	3%	x	0%	x	1%	u	-2%	6%
CCOC(=O)c1cccc(C2=CC(=O)C[C@H](c3ccc(OC)cc3)C2)c1	0%	13µM*	u	15%	x	12%	x	-15%	u	u	11µM*
COc1ccc(N(CC(=O)NCCOc2ccccc2)S(=O)(=O)c2ccc(C)cc2)cc1	0%	-5%	9	4%	u	1%	-43%	2%	-15%	-26%	-17%
NCCCC[C@@H]1NC(=O)c2cc([N+](=O)[O-])cc(I)c2SC[C@@H](C(=O)NCC(N)=O)NC(=O)CNC1=O	-5%	-1%	4	-1%	-7%	0%	-2%	0%	-1%	2%	23%
CNC(=O)CC1C(=O)N(c2ccc(Cl)cc2)C(=S)N1NC(=O)c1cccc(F)c1 (centres undefined)	3%	9%	13	-8%	-15%	-3%	u	-1%	14%	0%	-4%
N/C(=N\OC(=O)c1ccco1)c1ccccc1	-5%	u	-2	9%	-9%	21%	u	6.7µM*	u	u	5.6µM*
CN(C)C(=O)C1C2NC(=S)N(c3cccc(Cl)c3)C1(C)Oc1ccc(Cl)cc12 (centres undefined)	-1%	-2%	15	-5%	u	-8%	10µM*	0%	12%	-3%	-2%
Cc1ccccc1N1CCN(C2CCCN(C(=O)CCc3c(C)noc3C)C2)CC1 (centres undefined)	0%	-13%	-5	-1%	-1%	-1%	18%	3%	u	-20%	-20%

p53 reactivator, what is marked active above.
Molecule | Tb PFK block | p53 reactivator | TRPV1 ag | Rab9 promoter act | NPC1 promoter act | RORg inh
CCOC(=O)c1cccc(C2=CC(=O)C[C@H](c3ccc(OC)cc3)C2)c1 | 0% | 13µM* | u | 15% | 12% | x

New compounds follow:
SMILES	Tb PFK block	p53 reactivator	TRPV1 ag	Rab9 promoter act	VP16 counter	NPC1 promoter act	RORg inh	FLuc counter	ELG1 DNA repair	ELG1 genotoxic	BRCA1 expr act
COc1cccc(CC(=O)N2CCCC(CO)(Cc3ccc(F)cc3F)C2)c1 (centres undefined)	2%	u	25	-3%	4%	-7%	4%	-3%	-25%	-4%	-22%
COc1ccc(Nc2nc3c(C)cccn3c(=O)c2C=O)cc1	0%	3%	1	-7%	-9%	-2%	-10%	1%	27%	-2%	-5%
C=CCN(c1ccccc1)S(=O)(=O)c1cccc(C(=O)N2CCCC2)c1	0%	-5%	21	2%	x	-1%	x	-1%	u	0%	-11%
Cc1c(Cl)cccc1NC(=O)COC(=O)Cc1ccsc1	-4%	-1%	u	-6%	x	-3%	x	1%	-7%	3%	-8%
COc1ccc(OC)c(S(=O)(=O)N2CCN(C(=O)c3cc(C4CC4)nn3-c3ccccc3)CC2)c1	-4%	4%	5	12%	x	-1%	x	2%	-13%	-1%	-19%
CC(C)N(C(=O)CSc1nc2c([nH]1)c(=O)n(C)c(=O)n2C)c1ccccc1	-4%	-3%	-6	-7%	0%	-1%	10%	0%	-8%	-1%	0%
CCOC(=O)c1c(S(=O)(=O)NCC(=O)NCc2cccc(C)c2)c(C)n(C)c1C	1%	7%	1	2%	16%	-2%	4%	1%&-1%	1%	2%	4%
COc1cc(-c2c(-c3cccc(C)c3)oc3ccccc23)cc(OC)c1OC	2%	5%	24	-1%	2%	-4%	-32%	1%	2%	3%	0%
CCN1CCC2(CC1)C(C#N)=C(N)Oc1c2sc2nc(C)cc(C)c12	-1%	11%	2	10%	-9%	-3%	27%	-4%	20%	4%	-13%
CCOC(=O)c1cnc(C(C)(C)C)[nH]c1=O	2%	-2%	5	2%	-9%	0%	-32%	-1%	9%	2%	3%
Cc1cc(/C=C2\NC(=S)N(C)C2=O)ccc1N1CCCC1	2%	10%	89*	3.5µM*	u	u	3.5µM*	7.6µM*	2%	u	5µM*
COc1ccc(C/C(N)=N/OC(=O)C(c2ccccc2)c2ccccc2)cc1OC	-2%	-1%	u	11%	u	0%	24%	-3%	3%	2%	-30%
Cn1cccc1/C=N/N1CCN(c2ccccn2)CC1	-1%	-10%	-3	-1%	u	0%	-8%	4%	1%	4%	7%
Cn1c[n+](C)cc1/C=N/O	0%	7%	x	0%	5%	-3%	-1%	-1%	-1%	0%	31%
CN(CCOc1ccccc1)CC(=O)Nc1ccc([N+](=O)[O-])cc1Cl	-1%	1%	5	-2%	-2%[10 µM]	-4%	6%	-2%	-21%	-5%	-5%
O=C(NCCNC(=O)C1CC2CCC1C2)C1CC2CCC1C2 (centres undefined)	-5%	0%	3	-5%	1%	1%	u	0%	-27%	3%	-3%
Cc1ccc(CNC(=O)CSc2ccc(-c3ccccn3)nn2)cc1	-4%	-1%	19	-3%	-2%	0%	-6%	-12%	-13%	-3%	-5%
O=C(NNc1cccc(Cl)n1)c1cccnc1Cl	-3%	-8%	-6	0%	-2%	0%	-3%	2%	-3%	1%	2%
CCOc1ccccc1N1CCN(C(=O)c2cc(-c3cccnc3)nc3c(Cl)cccc23)CC1	1%	8%	0	7%	-21%	-7%	4%	-18%	-13%	-13%	-33%
CCN(CC)CCCN=Cc1c(O)n(Cc2ccccc2)c(=O)c2ccccc12	-7%	-7%	1	-8%	0%	-1%	-9%	2%	14%	11%	-23%
CC(C)Cc1nnc(NC(=O)C2CCN(C(=O)c3ccc(F)cc3)CC2)s1	-3%	-1%	10	1%	x	-1%	x	0%	-11%	-2%	-14%
O=C(Cc1ccon1)c1ccc(O)cc1O	1%	0%	0	-5%	18%	4%	20%	4%	u	1%	10%
O=C1c2ccccc2C(=O)N1CCCc1nc(-c2ccccn2)no1	-8%	29%	1	10%	-11%	3%	11%	-12%	u	1%	0%
COc1cc(NC(=O)CSc2nccc(=O)[nH]2)c(C)cc1[N+](=O)[O-]	2%	0%	0	3%	-7%	-7%	24%	-1%	3%	-2%	-17%
Cn1c(N)c(C(c2ccccc2)c2c(N)n(C)c(=O)n(C)c2=O)c(=O)n(C)c1=O	-2%	2%	0	-2%	0%	-3%	-11%	-1%	3%	5%	-1%
CC(C(=O)Nc1ccc(S(=O)(=O)N2CCOCC2)cc1)N1CCN(c2ccccn2)CC1 (centres undefined)	-1%	-3%	1	14%	-11%	1%	-11%	1%	-20%	-2%	1%
CCOc1ccc(NC(=O)CNS(=O)(=O)c2c(C)cc(C)cc2C)cc1	3%	1%	-1	1%	14%	2%	1%	0%	-4%	-2%	-36%
O=C1c2ccc(Cl)cc2S(=O)(=O)c2cccc(C(=O)N3CCC(Cc4ccccc4)CC3)c21	u	-34%[inhibitor]	-1	-3%	x	-8%	x	3%	u	-6%	-48%

Bioassay records: PubChem, National Center for Advancing Translational Sciences (NCATS)
